Compound activity (PubChem)
INS-1E GSIS act = GLuc luminescence reporter in INS-1E cells, primary screen for activators of glucose-dependent secretion of insulin; INS-1E GLuc reporter insulin secretion, 2-3 h; activation, % at 16.6 µM; 370,000 compounds, 0.61% hits;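 active means lowest replicate activation of at least 40%, so every replicate reaches that level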;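 further: 0% = median of neutral control wells and 100% = median of IBMX positive control wells; some compounds called inactive have numbers as strong as hits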
miR122 inh = miR-122 Renilla sensor signal increase in Huh7, primary screen, miR-122 inhibitor project, cell-based, single point, plate reader | Huh7 miR-122 Renilla luciferase sensor, 48 h; neutral wells = 0, positive control = 100 | activation (reporter increase), % at 12.5 µM | 340,000 compounds, 0.3% hits;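 active means mean replicate activation score at least 90 and every replicate individually at or above 90; inconclusive means only one of the two criteria met; inactive means neither criterion met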;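 further: higher luciferase means less miR-122 activity so hits act as miR-122 inhibitors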
PAX8 reporter = inhibitors of PAX8-driven TPO luciferase reporter, primary screen, RMG-I cells, single concentration; SteadyGlo, 24 h; AID 652154, 2013; 360,000 compounds, 1.2% hits; inhibition, % at 12.6 µM;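 active means mean replicate inhibition at least 60% with every replicate also reaching 60%; inconclusive means only one of the two criteria is met; inactive means mean below 60% and not all replicates reaching 60%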;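 further: luciferase light reporting Pax8 driven TPO promoter activity; plate controls were median of neutral control wells for no effect and mitoxantrone controls for full effect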
CFTR F508del cor = F508del CFTR correction, initial screen, CFBE line, single point; CFBE cells, YFP halide quenching; stimulated with forskolin plus potentiator P3; % fluorescence drop versus neutral controls; activity (quench increase), % at 7.58 µM; 350,000 compounds, 0.36% hits;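 active means mean added fluorescence quench of at least 8% versus neutral control, with both replicates also reaching 8%; inconclusive means only one of the mean or replicate conditions met; inactive means mean below 8% and not both replicates reaching 8%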;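 further: cells transiently co-express mutant CFTR-F508del with the halide-sensitive YFP; corrector assay measuring rescue of mutant channel to the surface after 24 h compound exposure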
DENV2 CPE = inhibitors of DENV2 cytopathic effect, primary screen, cell-based, plate reader, single concentration | DENV2-infected cells, cytopathic effect rescue | CPE inhibition, % at 9.99 µM | 350,000 compounds, 1.7% hits; in the data active means CPE inhibition above about 20%, passing the limit was not always enough; inconclusive means no clear call, values can overlap the other calls; tested in BHK-21 cells;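 further: 0% = median of neutral control wells and 100% = median of positive control wells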
EWS-Fli block = EWS/Fli-driven NR0B1 reporter inhibitors, primary screen, A673 cells, NR0B1 luciferase, luminescence, MLPCN library | AID 651661, 2012 | inhibition, % at 12.6 µM | 350,000 compounds, 0.67% hits | viability-normalised;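 active means mean inhibition of at least 50% after viability correction, with every replicate also passing that limit; inconclusive means mean reaches 50% but only one of two replicates passes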;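 further: firefly luciferase signal divided by Alamar Blue viability fluorescence both relative to DMSO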
FN deposition inh = inhibitors of fibronectin matrix deposition, primary screen, AH1F cells, Alexa488-fibronectin fluorescence, plate reader; AH1F fibroblasts, overnight; 350,000 compounds, 0.086% hits; inhibition, % at 12.6 µM;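 active means mean inhibition across replicates of 30% or more, regardless of how many single replicates reach that level; inconclusive means mean under 30% yet at least half of replicates reach 30%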;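 further: positive control wells lacked labelled fibronectin entirely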
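Material: AH1F fibroblast monolayer depositing Alexa488-labelled fibronectin into matrix / Amount: 10000 AH1F cells per well / Signal: fluorescence 485/525 nm / Medium: DMEM, 2% serum / Compound: single dose, pinned / Incubation: 1 h cell adhesion before compound, then overnight fibronectin incubation / Reagent: Alexa488-FN, 24 nM final / Read-out: inhibition of fibronectin deposition signal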
Starred values were filed as active, the others as inactive; u = inconclusive; x = not tested or not shown; & = joins results of further samples; [ ] = remark or other dose.

Structure | INS-1E GSIS act | miR122 inh | PAX8 reporter | CFTR F508del cor | DENV2 CPE | EWS-Fli block | FN deposition inh
COc1ccc(S(=O)(=O)Nc2ccc3c(c2)C(=O)N([C@H](C)CO)C[C@H](C)[C@@H](CN(C)C(=O)NC(C)C)OCCCC[C@H](C)O3)cc1 | -2 | 14[16.7 µM] | -1 | 7.3 | -9 | -9 | x
O=C(Cc1ccncc1)N1CC[C@@H]2[C@H](CO)Nc3ccc(Br)cc3[C@@H]21 | -1 | 14[16.7 µM] | -14 | -3.2 | x | 7 | -6
CO[C@H]1CN(C)C(=O)c2cccc(C#N)c2OC[C@@H]2O[C@@H](CC[C@H]2OC)CCN(C)C(=O)[C@H]1C | 2 | x | 2 | -1.6 | -5 | -8 | 2
CC(C)CCNC(=O)NC(=O)CSc1ccc(S(=O)(=O)N2CCOCC2)cn1 | 5 | -1 | 8 | 2.1 | 6 | -1 | 2
N/C(=N\c1nc2c(c(=O)[nH]1)CCC2)Nc1ccccc1 | 3 | x | 7 | x | -1 | 10 | -1
CC(C)(CSc1ncccn1)NS(=O)(=O)c1ccccc1 | -5 | 10 | 11 | 2.2 | u | -1 | 5
C[C@H]1CCCCO[C@H](CN(C)C(=O)CCCN(C)C)[C@@H](C)CN([C@@H](C)CO)C(=O)c2cc(NC(=O)Nc3cccc4ccccc34)ccc2O1 | -6 | -10[16.7 µM] | -2 | 0.5 | 16 | -3 | x
C[C@H](O)C#Cc1cnc2c(c1)C(=O)N([C@@H](C)CO)C[C@H](C)[C@@H](CN(C)Cc1cncnc1)O2 | 6 | 4[16.7 µM] | 1 | 0.8 | -4 | -5 | x
CC(C)C[C@@H](CNCC(=O)[C@H](Cc1ccccc1)NC(=O)c1[nH]cnc1C(=O)N[C@@H](C)CN)NC(=O)c1nc[nH]c1C(=O)N[C@@H](C)C(=O)O | -6 | 0 | -5 | 3.5 | 2 | -1 | -8
OC[C@H]1[C@H](c2ccc(/C=C/c3ccccc3)cc2)[C@H]2CN(Cc3cccnc3)CCCCN21 | -27 | -22[16.7 µM] | 8 | -1.4 | u | 14 | x
CCC(O)C1CCN(C(=O)c2ccc(OC3CCN(Cc4ccccn4)CC3)cc2)CC1 (stereo not given) | 17 | -3 | -7 | 0.0 | 2 | 1 | -2
CCCCN(CC)CCCNC(=O)c1cn(CC)c2ccc(S(=O)(=O)N3CCc4ccccc4C3)cc2c1=O | 12 | x | 18 | -1.0 | -1 | 27 | -5
Nn1c(SCC(=O)Nc2ccc(S(N)(=O)=O)cc2)nnc1C(F)(F)F | 12 | -6 | -8 | -0.4 | x | -7 | -4
CCOC(=O)C1=C(C)NC(=S)N(C(C)=O)C1c1ccc(OC)c(OC)c1 (stereo not given) | -14 | -4 | 20 | 4.4 | 3 | 14 | 9
O=C(NCCc1ccncc1)[C@@H]1[C@@H](CO)[C@@H]2Cn3c(cccc3=O)[C@H]1N2Cc1ccccc1F | 6 | x | x | x | 2 | 6 | -4
COc1ccc(-c2ccc(-c3nc4ccc(C)cn4c3NC3CCCCC3)cc2OC)cc1 | -16&-19 | 21 | u | 4.6&0.2 | 5&-7 | 33&30 | -4&-27
CC(Oc1ccc(F)cc1)C(=O)Nc1cc(S(=O)(=O)N2CCOCC2)ccc1N1CCCC1 (stereo not given) | 16 | x | -5 | 1.4 | 6 | 7 | x
CC1(C(=O)Nc2ccccc2Cc2ccccc2)CCN1Cc1ccccc1Cl (stereo not given) | -14 | -2 | -7 | -1.6 | 13 | 12 | -5
O=C(Nc1cccc(C(=O)Nc2ccc(F)cc2F)c1)c1ccccc1 | 12 | 1 | -24 | 1.1 | -1 | -13 | 2
COc1ccc(C(=O)N2C[C@@H]3[C@H](c4ccccc42)[C@H](CO)N3C(=O)Cc2ccccn2)cc1 | -1 | -14[16.7 µM] | 13 | -0.5 | -3 | 1 | -4
CCOC(=O)c1c(-c2ccc(C)cc2)csc1NC(=O)c1ccc(N2C(=O)CCC2=O)cc1 | x | x | -6 | x | u | 2 | -1
CO/N=C/c1ccc(Oc2ccc(C)cc2)c([N+](=O)[O-])c1 | 14 | x | 54 | -0.9 | -2 | -81 | 4
CC(=O)n1c(-c2ccccc2)c(-c2ccccc2)n(C)c1=O | x | x | -10 | 4.4 | -6 | 15 | 4
O=C1C(CCS(=O)c2ccccc2)C(=O)N(c2ccccc2)N1c1ccccc1 (stereo not given) | x | -2 | -5 | 2.0 | 6 | 1 | -2
COc1cccc(NC(=O)CN(C)C(=O)c2cccc(S(=O)(=O)N3CC4(C)CC3CC(C)(C)C4)c2)c1 (stereo not given) | x | 0 | 20 | 1.1 | 15 | 5 | -1
CCC(=O)Nc1ccc2c(c1)OC[C@H](C)N(C(=O)C1CC1)C[C@@H](C)[C@@H](OC)CN(C)C2=O | -5 | -12[16.7 µM] | x | -1.2 | -4 | 6 | -8
COC(=O)C1CCN(c2ccc(Cl)nn2)CC1 | 25 | x | 2 | -2.2 | 5 | 8 | 6
O=C1NC2(CCCCCC2)N=C1c1ccc(F)cc1 | 5 | -8 | -14 | x | x | x | -1
C[C@H](CO)N1C[C@H](C)[C@H](CN(C)Cc2ccccc2)Oc2ccc(NC(=O)Nc3ccc(F)cc3)cc2C1=O | -9&-20 | -7[16.7 µM] | -6 | 1.3&0.3 | 12&-15 | 5&-3 | 1
COc1cc2cc(CCOC(=O)c3ccco3)oc(=O)c2cc1OC | 16 | -4 | -17 | -2.2 | 9 | -18 | 3

Compound profiles, from the list above.
`CO[C@H]1CN(C)C(=O)c2cccc(C#N)c2OC[C@@H]2O[C@@H](CC[C@H]2OC)CCN(C)C(=O)[C@H]1C` is listed as INS-1E GSIS act: 2; miR122 inh: x; PAX8 reporter: 2; CFTR F508del cor: -1.6; DENV2 CPE: -5; EWS-Fli block: -8; FN deposition inh: 2
`CC(C)(CSc1ncccn1)NS(=O)(=O)c1ccccc1` is listed as INS-1E GSIS act: -5; miR122 inh: 10; PAX8 reporter: 11; CFTR F508del cor: 2.2; DENV2 CPE: u; EWS-Fli block: -1; FN deposition inh: 5
`C[C@H]1CCCCO[C@H](CN(C)C(=O)CCCN(C)C)[C@@H](C)CN([C@@H](C)CO)C(=O)c2cc(NC(=O)Nc3cccc4ccccc34)ccc2O1` is listed as INS-1E GSIS act: -6; miR122 inh: -10[16.7 µM]; PAX8 reporter: -2; CFTR F508del cor: 0.5; DENV2 CPE: 16; EWS-Fli block: -3; FN deposition inh: x

Carrying on.
Structure | INS-1E GSIS act | miR122 inh | PAX8 reporter | CFTR F508del cor | DENV2 CPE | EWS-Fli block | FN deposition inh
CC1(c2nnnn2-c2ccc3c(c2)OCCO3)CCC(=O)N1Cc1cccc(C(F)(F)F)c1 (stereo not given) | -19 | x | -8 | 2.3 | -11 | -1 | -7
CCCS(=O)(=O)NC(=O)C1(C)CCN(C(=O)Cc2ccc(OC)cc2)C1 (stereo not given) | x | -7 | -10 | 2.4 | -6 | -5 | 2
COC/C=C/C1=CC2=CC(=O)C(C)(OC(=O)c3cnc4ccccc4n3)C(=O)C2=CN1c1ccccc1 (stereo not given) | -2 | x | 67* | 4.1 | u | 9 | -1
CCOC(=O)c1ccc(NC(=S)NN2CCN(C)CC2)cc1 | -4 | x | -18 | 4.5 | 6 | 5 | -6
COCC(=O)N1CCC(Oc2ccc(C(=O)NC(C)c3nc(C)sc3C)cc2)CC1 (stereo not given) | 2 | -7 | -3 | -1.8 | -7 | x | -9
O=C1c2cccnc2C(=O)N1C1CCCCC1 | 21 | -3 | x | -0.6 | 7 | 9 | x
C[C@@H]1CCCCO[C@H](CN(C)Cc2ccc(C(F)(F)F)cc2)[C@H](C)CN([C@H](C)CO)C(=O)c2cc(NC(=O)Nc3ccc(F)cc3)ccc2O1 | -10 | -4[16.7 µM] | 92* | -0.3 | 4 | 16 | 8
CC(OC(=O)c1ccco1)C(=O)Nc1ccc(Cl)cn1 (stereo not given) | 9 | -5 | 11 | 2.4 | 6 | -4 | 3
COc1ccc(-c2cccc(NS(=O)(=O)c3ccc([N+](=O)[O-])cc3)c2)nn1 | -10 | x | x | 0.0 | 2 | -7 | 4
COc1ccccc1Nc1nn2c(=O)c3ccc(C(=O)N4CCCCC4)cc3nc2s1 | -26 | -1 | -5 | -1.4 | 2 | x | 10
Cc1cc(F)ccc1C(O)c1ncc(-c2ccccc2Cl)[nH]1 (stereo not given) | -7 | 14 | 11 | 5.5 | u | -3 | 2
COCCN1CN(S(=O)(=O)c2cccc(Cl)c2)c2nc3ccccc3nc21 | -2 | -8 | -39 | -0.1 | -2 | -15 | 5
CCCC#Cc1cnc2c(c1)C(=O)N([C@H](C)CO)C[C@@H](C)[C@@H](CN(C)C(=O)Cc1ccncc1)O2 | 0 | 2[16.7 µM] | x | -1.2 | 10 | 8 | x
Cc1oc2cc(OC(=O)c3ccco3)ccc2c(=O)c1-c1nc2ccccc2n1C | 2 | x | -5 | x | 8 | 14 | 7
CC(=O)Nc1ccc(C(=O)NNC(=O)c2ccc(Cl)cc2Cl)cc1 | x | 6 | -18 | x | 0 | -8 | 3
Cc1ccnc(NC(=O)c2cccc(NC(=O)c3ccc(Cl)c(Cl)c3)c2)c1 | 5 | -4 | -37 | -3.0 | -4 | -25 | 1
N#C[C@H]1[C@@H](c2ccccc2)[C@@H](CO)N1C(=O)c1ccccc1F | 4 | x | -6 | -1.1 | -2 | -2 | 5
COc1ccc(NC(=O)Nc2ccc3c(c2)[C@H]2C[C@@H](CC(=O)N[C@@H](C)c4ccccc4)O[C@H](CO)[C@H]2O3)cc1 | 10 | 2[16.7 µM] | -13 | 2.7 | 6 | 5 | -17
COc1cccc(CNC(=O)[C@@H]2CCCN2C(=O)[C@H]2CCCCN2C(=O)c2cccc(OC)c2)c1 | 9 | x | 14 | 0.8 | -15 | 5 | -2
CC1CCN(S(=O)(=O)c2ccc(C(=O)Nc3ccccn3)cc2)CC1 | 7 | x | -120 | 0.4 | 11 | -34 | 8
Cc1cc(C)nc(N/N=C/c2cc(C)n(CC(F)(F)F)c2C)n1 | x | x | -13 | 0.0 | -2 | 1 | 11
COc1ccc2c(COC(=O)CC3Sc4ccccc4NC3=O)cc(=O)oc2c1 (stereo not given) | 9 | x | -11 | -1.9 | -4 | -22 | 6
COc1ccc(CNC(=O)c2ccc(Cn3cc(Br)cn3)o2)cc1 | -13 | x | -3 | -0.2 | -2 | -10 | 4
Cc1cc(C)nc(Nc2ccc(Br)cc2C(=O)O)n1 | 5 | -11 | 44 | -0.6 | 1 | -5 | -2
CC=Cc1ccc2n(c1=O)C[C@@H]1[C@@H](CO)[C@H](C(=O)NCCc3cn(C)cn3)[C@H]2N1C(=O)CC1CC1 (mixture of isomers) | 4 | x | -2 | 1.0 | 1 | -11 | x
COc1ccc(-c2cc(-c3ccccc3)n[nH]2)c(O)c1 | -34 | -1 | -234 | -1.7 | 0 | -127 | 0
O=C(/C=C/c1ccccc1[N+](=O)[O-])NCc1cccnc1 | 22 | x | 6 | -2.4 | -2 | 9 | -5
O=C(Cc1ccccc1)N[C@@H]1CC[C@@H](CC(=O)N2CCOCC2)O[C@@H]1CO | -3 | x | -3 | -0.2 | 17 | -3 | -3
O=C(N[C@@H]1CC[C@H](CCNC(=O)C2CCC2)O[C@H]1CO)c1ccccn1 | 29 | x | -7 | 0.3 | -2 | -2 | x
O=C(C[C@H]1C=C[C@@H](NS(=O)(=O)c2cccc(F)c2)[C@@H](CO)O1)NCc1ccc2c(c1)OCO2 | 5 | x | x | -0.5 | -7 | -5 | 9
